GPR151 activ: activators of human GPR151; Q8TDV0; PathHunter beta-arrestin GPR151 cells, luminescence; activation, % at 11.2 µM; hit rate 1% among 650,000; in the data active = activation above about 4.9%;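 note: 0% = median of compound wells and 100% = cells with positive control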
Target sequence (Q8TDV0 whole entry, looked up): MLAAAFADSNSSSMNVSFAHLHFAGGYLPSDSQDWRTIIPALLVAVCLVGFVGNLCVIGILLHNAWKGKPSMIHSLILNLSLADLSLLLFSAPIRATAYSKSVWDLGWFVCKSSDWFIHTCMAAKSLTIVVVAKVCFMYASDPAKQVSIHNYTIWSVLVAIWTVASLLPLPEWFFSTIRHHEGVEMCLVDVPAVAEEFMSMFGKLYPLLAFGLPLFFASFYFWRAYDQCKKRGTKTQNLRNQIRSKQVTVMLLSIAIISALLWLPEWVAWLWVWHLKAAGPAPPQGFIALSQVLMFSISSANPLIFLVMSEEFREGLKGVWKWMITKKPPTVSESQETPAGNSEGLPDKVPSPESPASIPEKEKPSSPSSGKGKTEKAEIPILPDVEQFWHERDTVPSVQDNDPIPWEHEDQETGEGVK
TEAD-YAP block: TEAD-YAP interaction inhibition | HEK-TIYL cells, TEAD-Gal4/YAP UAS-luciferase luminescence | inhibition, % at 9.12 µM | hit rate 1.4% among 640,000; in the data active = inhibition above about 32%;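 note: 0% = median of test compound wells and 100% = reference inhibitor wells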
MITF primary: human MITF inhibition, primary screen. AlphaScreen MITF homodimerization, bead proximity signal. inhibition, % at 2.6 µM. hit rate 0.91% among 650,000. AID 1259374; in the data active = inhibition above about 50%;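 note: 0% = vehicle wells with protein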
FBW7 activator: human FBW7 E3 ligase activation, primary screen; AlphaScreen FBW7–phospho-cyclin E peptide binding, activator screen; hit rate 0.13% among 650,000; normalized activity (activation), % at 26.1 µM; Q969H0; in the data active = normalized activity above about 1.9%;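 note: purified mutant Fbw7 with reduced substrate affinity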
Target sequence (Q969H0 whole entry, looked up): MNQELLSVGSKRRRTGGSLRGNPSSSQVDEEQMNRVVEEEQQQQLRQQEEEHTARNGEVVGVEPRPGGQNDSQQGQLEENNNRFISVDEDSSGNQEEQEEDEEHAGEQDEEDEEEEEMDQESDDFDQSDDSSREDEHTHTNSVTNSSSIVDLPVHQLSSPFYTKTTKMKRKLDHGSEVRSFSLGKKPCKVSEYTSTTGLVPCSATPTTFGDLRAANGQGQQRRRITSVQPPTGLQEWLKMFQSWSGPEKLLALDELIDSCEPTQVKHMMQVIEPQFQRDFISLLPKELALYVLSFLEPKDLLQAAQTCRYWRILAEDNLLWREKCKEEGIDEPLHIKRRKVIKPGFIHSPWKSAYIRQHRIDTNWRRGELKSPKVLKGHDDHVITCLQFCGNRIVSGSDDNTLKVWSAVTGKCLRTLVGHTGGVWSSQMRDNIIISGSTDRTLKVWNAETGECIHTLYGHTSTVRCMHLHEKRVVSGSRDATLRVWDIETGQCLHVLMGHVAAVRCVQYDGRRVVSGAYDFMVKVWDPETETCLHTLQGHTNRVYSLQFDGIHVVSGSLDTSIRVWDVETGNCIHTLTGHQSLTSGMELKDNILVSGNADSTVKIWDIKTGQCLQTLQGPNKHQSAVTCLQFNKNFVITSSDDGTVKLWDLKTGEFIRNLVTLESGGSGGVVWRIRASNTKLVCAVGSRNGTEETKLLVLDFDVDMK
* hit, by the source's call.

SMILES | GPR151 activ | TEAD-YAP block | MITF primary | FBW7 activator
C=CCN1C(=O)C2(C(C#N)=C(N)Oc3n[nH]c(CC(=O)OC)c32)c2ccccc21 (stereo not drawn) | -0.3 | -3 | -47 | 0.1
COc1ccc(C2CC(C(F)(F)F)n3ncc(C(=O)NCc4ccccc4Cl)c3N2)cc1OC (stereo not drawn) | -1.3 | -32 | -5 | 0.1
CN1CCN(Cc2cc3ccccc3[nH]2)CC1CCO (stereo not drawn) | -0.8 | -2 | 11 | 0.3
CC(C)(O)C#Cc1ccc(C(=O)N2CCN(c3ccc([N+](=O)[O-])cc3)CC2)o1 | 3.1 | 4 | -5 | -0.2
Cc1ccccc1-c1ccc(CN2CCc3nncn3CC2)cc1 | 0.4 | -12 | 14 | 0.3
O=C(NCc1ccc(CNC(=O)c2ccco2)cc1)c1ccco1 | -1.6 | 1 | 11 | 0.3
CC1CC(C)CN(S(=O)(=O)c2ccc(C(=O)Nc3ccc(-c4nc5ccccc5s4)c(O)c3)cc2)C1 (stereo not drawn) | -0.5 | 5 | -3 | -0.1
S=C(c1ccc(OCc2ccccc2)cc1)N1CCCCC1 | -1.9 | -26 | 1 | -0.4
O=C(NC(=S)N1CCN(c2ccc(Cl)cc2[N+](=O)[O-])CC1)c1ccco1 | -0.5 | 3 | -11 | 0.0
O=C1c2ccccc2-c2nc3ccccc3nc21 | -0.3 | -34 | -5 | -0.2
CCOC(=O)c1cnc2ccc(Br)cc2c1NCc1ccco1 | 0.3 | -12 | 9 | 0.1
c1ccc(CSc2ccc(-c3ccncc3)nn2)nc1 | -0.4 | -6 | 13 | 0.3
O=C(CCCn1c(SCC(=O)Nc2nccs2)nc2ccsc2c1=O)NCCc1ccccc1 | 0.7 | 10 | -77 | -0.1
Cc1c(C(=O)C(=O)NCCCn2ccnc2)c2ccccc2n1C | -0.3 | 5 | 9 | 0.1
Cc1ccc(-n2c(SCc3cc(=O)n4cc(Cl)ccc4n3)nc3c(sc(=S)n3-c3cc(C)ccc3F)c2=O)cc1 | 0.0 | -6 | 1 | -0.1
COc1ccc(Cl)cc1NC(=S)N1CC(C)OC(C)C1 (stereo not drawn) | 0.4 | 4 | 15 | 0.5
CSc1cccc(NC(=O)CCC(=O)N2CCSc3ccccc32)c1 | 17* | -1 | 3 | 0.1
CCc1ccc(Nc2nnc(SCC(=O)O)s2)cc1 | 0.8 | -2 | -2 | -0.1
COCc1ccc(C(=O)NCCN2Cc3ccccc3OC(c3ccccc3)C2)o1 (stereo not drawn) | 0.0 | -14 | -15 | -0.3
O=C1c2ccccc2C(=O)N1CCCCN(C(=O)c1ccc(I)cc1)c1ccc(Cl)cc1 | 0.1 | 5 | 7 | 0.1
CCc1ccc(NC(=O)c2cc3nc(-c4cccs4)cc(C(F)(F)F)n3n2)cc1 | -1.6 | -4 | 8 | -0.1
O=C(NC1CC1)c1cccnc1SCc1cccc(F)c1 | -0.7 | 3 | 10 | 1.0
CSc1ccc(CC2(CCC(=O)NC3C4CC5CC3CC(O)(C5)C4)CCC(=O)N2)cc1 (stereo not drawn) | 0.1 | 5 | 0 | 0.0
Cc1ccc(C)c(Nc2nnc(-c3ccc(C)c(S(=O)(=O)N4CCCCC4)c3)c3ccccc23)c1 | 1.9 | 1 | 10 | 0.1
CC(=O)N(C)c1ccc(N=Cc2cccs2)cc1 | -0.1 | 11 | 8 | 0.1

Next section; it opens with the three that closed the last part.
SMILES | GPR151 activ | TEAD-YAP block | MITF primary | FBW7 activator
CSc1ccc(CC2(CCC(=O)NC3C4CC5CC3CC(O)(C5)C4)CCC(=O)N2)cc1 (stereo not drawn) | 0.1 | 5 | 0 | 0.0
Cc1ccc(C)c(Nc2nnc(-c3ccc(C)c(S(=O)(=O)N4CCCCC4)c3)c3ccccc23)c1 | 1.9 | 1 | 10 | 0.1
CC(=O)N(C)c1ccc(N=Cc2cccs2)cc1 | -0.1 | 11 | 8 | 0.1
CCOC(=O)C1CCCN(c2c(NCCN(C)C)c(=O)c2=O)C1 (stereo not drawn) | 0.2 | -3 | 14 | 0.2
N#Cc1c(-c2ccco2)nc(SCC(=O)Nc2cccc3ccccc23)[nH]c1=O | -0.9 | 2 | 6 | -0.2
O=C(CSc1nc2c(sc(=S)n2-c2ccccc2)c(=O)n1-c1ccccc1)NCc1ccccc1 | 0.0 | -5 | 2 | 0.0
Cc1ccc(Oc2ccc(-c3cnc4ccccc4n3)cc2[N+](=O)[O-])c(-n2nc3ccccc3n2)c1 | 0.7 | -1 | 6 | -0.1
Cc1ccc(Cl)c(NC(=O)C2CCN(c3nc(C)cc(C)n3)CC2)c1 | 1.8 | -6 | 6 | 0.0
Cc1cccc(Cl)c1OCCCN1CCOCC1 | 0.4 | 9 | 43 | 1.3
NC(=O)c1cccc(-c2nc(-c3ccccc3)cnc2N)c1 | 0.3 | -2 | 13 | -0.1
OCc1ccc(-c2cnc3c(NCc4cccnc4)nccn23)cc1 | 0.2 | 15 | -12 | -0.1
O=C(NCc1ccc2c(c1)OCO2)c1ccc(N2CCC(NCCc3ccco3)CC2)cc1 | 0.0 | 6 | 3 | -0.1
O=C(CSc1nc(-c2ccccc2)cc(-c2ccccc2)n1)Nc1cccc2ccccc12 | 0.1 | 20 | -5 | 0.1
COc1ccc(C(=O)N2C3CCC2CC(O)(c2nccn2C)C3)cc1 (stereo not drawn) | -0.5 | -9 | -17 | 0.0
COc1cccc(CN2CCN(C(=O)c3cc(C4CC4)[nH]n3)CCC2=O)c1 | -1.0 | -3 | 12 | 0.2
O=C(COC(=O)c1ccc2c(c1)C(=O)N(c1ccc(Oc3ccccc3)cc1)C2=O)c1ccc(Br)cc1 | -0.9 | 13 | 5 | 0.2
O=[N+]([O-])c1ccc(CSC(=S)NC2CCS(=O)(=O)C2)cc1 (stereo not drawn) | -0.6 | 4 | -1 | -0.1
CC(C)(C(=O)O)N1C(=O)c2ccccc2C1=O | -0.8 | -2 | 11 | 0.3
CC1(C)CC(C(CCNCc2ccccc2)c2ccccc2)CCO1 (stereo not drawn) | 0.0 | -2 | 1 | -0.1
N#CCN(CC#N)C(=O)CCc1ccccc1 | -0.8 | -3 | 0 | 0.0
CCCCC(O)(CCCC)C(=O)NNc1ccccc1C | 2.7 | 0 | -3 | 0.0
CCN1C(=O)C(O)(CC(=O)c2ccc(OC)cc2OC)c2ccccc21 (stereo not drawn) | 0.3 | 5 | -8 | -0.3
COC(=O)c1cccc(NC(=O)c2ccc3c(c2)C(=O)N(C)C3=O)c1 | 4.2 | 12 | 9 | 0.0
CCCCN(CCCC)CCNC(=O)c1ccc2c(c1)NC(=O)C(N1CCOCC1)S2 (stereo not drawn) | -0.6 | 1 | -1 | 0.2
CCOc1ccc(S(=O)(=O)Nc2cccc([N+](=O)[O-])c2)c2cccnc12 | 0.1 | 1 | 10 | 0.1
O=C(CSc1nc2ccccc2o1)Nc1ccccc1C(F)(F)F | 5.2* | -17 | 10 | 0.1
c1ccc(OCCNc2nc(-c3ccc(N4CCOCC4)nc3)nc3c2ncn3-c2ccccc2)cc1 | 1.3 | -7 | 6 | 0.1
Cc1cc(Cl)ccc1OCCCC(=O)NCc1ccccn1 | -0.2 | -7 | -5 | 0.6

A portion of the results above:
SMILES | GPR151 activ | TEAD-YAP block | MITF primary | FBW7 activator
CCOC(=O)C1CCCN(c2c(NCCN(C)C)c(=O)c2=O)C1 (stereo not drawn) | 0.2 | -3 | 14 | 0.2
N#Cc1c(-c2ccco2)nc(SCC(=O)Nc2cccc3ccccc23)[nH]c1=O | -0.9 | 2 | 6 | -0.2
O=C(CSc1nc2c(sc(=S)n2-c2ccccc2)c(=O)n1-c1ccccc1)NCc1ccccc1 | 0.0 | -5 | 2 | 0.0
Cc1ccc(Oc2ccc(-c3cnc4ccccc4n3)cc2[N+](=O)[O-])c(-n2nc3ccccc3n2)c1 | 0.7 | -1 | 6 | -0.1

Remaining list, next part
SMILES | GPR151 activ | TEAD-YAP block | MITF primary | FBW7 activator
Nn1c(SC/C=C/c2ccccc2)nnc1-c1ccccc1 | -0.8 | -4 | 6 | -0.2
O=C(NCCOc1ccc2nnc(-c3ccccc3Cl)n2n1)Nc1ccccc1F | 0.4 | -5 | 3 | 0.0
CC1(C)C(=O)Nc2ccccc2N1C(=O)COC(=O)c1cc2ccccc2oc1=O | 0.0 | -18 | 12 | 0.2
CCOC(=O)c1c(C)c(C(=O)NCCc2ccc(OC)cc2)c(C)n1CC | 0.0 | -4 | 6 | -0.3
O=C(O)CSc1nc2scc(-c3ccccc3)c2c(=O)[nH]1 | -0.7 | 5 | -2 | 0.2
COc1ccc(Br)c(C(=O)OCc2ccc([N+](=O)[O-])cc2)c1 | -1.6 | 2 | 10 | 0.7
CCCCNC(=O)c1c[nH]c2ccc(S(=O)(=O)N(C)c3ccc(C)c(C)c3)cc2c1=O | 0.6 | 1 | 3 | -0.2
Cc1ccc(N=c2c([N+](=O)[O-])nn(-c3ccc(Cl)cc3)n2O)cc1 | 0.2 | 18 | 12 | -0.7
COC(=O)c1ccccc1NC(=O)C1CCC(=O)N1S(=O)(=O)c1ccc(C)cc1 (stereo not drawn) | 0.1 | 12 | 20 | 1.0
COc1ccc(C=O)cc1OCc1ccccc1[N+](=O)[O-] | -2.3 | -47 | -5 | -0.3
COc1cccc(C(=O)COC(=O)c2ccc(NC(=O)c3cccc([N+](=O)[O-])c3)cc2)c1 | -1.4 | 0 | -8 | 0.0
COC(=O)c1c(NC(=O)c2ccc(-c3ccccc3)cc2)sc2c1C(C(=O)OC)CC2 (stereo not drawn) | 0.2 | -1 | 5 | 0.3
O=C(CSc1ccccc1)N1CCN(c2ccc(F)cc2)CC1 | -1.0 | -12 | 20 | 0.0
Cc1nnc(SCC(=O)Nc2cc(Cl)ccc2O)s1 | 0.8 | 8 | -15 | -0.2
CC1(C)Cc2c(sc3[nH]c(=O)n(-c4ccccc4)c(=O)c23)CO1 | -1.9 | 2 | -1 | -0.1
COc1ccc(S(=O)(=O)c2cn(Cc3ccccc3)c3ccc(OC)cc3c2=O)cc1 | -0.1 | 20 | 12 | 0.2
CC(C)c1ccc(N2CCN(CC(=O)Nc3ccc(F)c(F)c3F)C2=O)cc1 | -0.5 | 9 | -5 | 0.2
COc1cccc(CN2CCN(C3CCN(c4ccccc4F)CC3)CC2CCO)c1 (stereo not drawn) | -0.9 | 2 | 15 | 0.3
O=C(O)c1ccc(/C=N/Nc2ccccn2)cc1 | -8.2 | -19 | 2 | 0.0
O=C(Nn1c(-c2ccc(Br)cc2)nc2ccccc2c1=O)c1ccncc1 | -0.2 | -9 | 19 | 0.5
O=C(Nc1c2c(nn1-c1cccc(Cl)c1)CS(=O)(=O)C2)c1ccc2c(c1)OCO2 | -0.5 | -1 | -7 | 0.0
CC(C)OC(=O)c1ccc2c(c1)no[n+]2[O-] | -0.2 | 10 | 9 | 0.2
O=C(NCc1ccc2c(c1)OCO2)C1CCCN1C(=O)OCc1ccccc1 (stereo not drawn) | -0.2 | -10 | 6 | -0.2
O=C(Cn1nnc(C(=O)O)c1C(=O)O)Nc1ccc(Oc2ccccc2)cc1 | -1.4 | 0 | 9 | 0.2
O=C(NCCN1CCCC(O)C1)c1cc(COc2cccc(C(F)(F)F)c2)on1 (stereo not drawn) | 3.0 | -4 | -2 | -0.1
Next section:
SMILES | GPR151 activ | TEAD-YAP block | MITF primary | FBW7 activator
N#Cc1c(NC(=O)CSc2nnc3ccccn23)sc2c1CCC2 | -1.0 | 9 | 5 | 0.2
Cc1cc(CSc2ccccc2)ccc1NS(C)(=O)=O | 5.3* | -26 | 4 | 0.1
COc1cc2c(cc1/C=C1\SC(=Nc3cccc(C(=O)O)c3)N(C)C1=O)OCO2 | -0.7 | 2 | 4 | 0.9
CCC(Cc1ccccc1)NC(=O)c1ccccc1[N+](=O)[O-] (stereo not drawn) | -1.3 | 6 | -21 | 0.1
CN1CCCN(C(=O)C2CC23CCN(CC2=CC[C@H]4C[C@@H]2C4(C)C)CC3)CC1 (stereo partly drawn) | -1.3 | 1 | 5 | 0.1
CC(C)(C)SCCNC(=O)c1ccc([N+](=O)[O-])cc1 | 1.7 | -61 | -6 | 0.0
NC1=NC(=O)C(CC(=O)NCCCC(=O)O)S1 (stereo not drawn) | -0.9 | -12 | 5 | 0.1
CC(=O)Nc1ccccc1NC(=O)COc1ccc(Cl)cc1C | -0.2 | -7 | -2 | 0.0
Cc1ccc(NC(=O)CSc2nnc(NC(=O)COc3ccc(Cl)cc3)s2)cc1 | 0.4 | 1 | 11 | 0.0
O=C(CSc1nc2nccnc2c(=O)n1Cc1cccs1)Nc1ccc(F)cc1 | 0.9 | 3 | -8 | -0.1
CCN(CC)C(=O)c1ccc(C)cc1Cl | -1.2 | 1 | 13 | 0.1
CCOc1ccc2nc(SCC(=O)Nc3ccc(C(C)C)cc3)sc2c1 | -0.8 | 6 | 16 | -0.1
COCCN1C(=O)c2ccccc2C(C(=O)Nc2ccc(Oc3ccccc3)cc2)C1c1ccc(F)cc1 (stereo not drawn) | 0.9 | -3 | 2 | -0.3
O=C(Nc1nn2c(COc3ccccc3)nnc2s1)c1cccc(F)c1 | -1.6 | -8 | 0 | 0.4
COc1cccc2cc(C(=O)Nc3cc(Cl)ccc3N3CCOCC3)c(=O)oc12 | -0.1 | -6 | 0 | 0.0
O=C(OCn1nnc2ccccc2c1=O)c1cccc([N+](=O)[O-])c1 | 0.2 | 11 | 3 | 0.0

Three compounds already listed, arranged by molar mass, ascending.
SMILES | GPR151 activ | TEAD-YAP block | MITF primary | FBW7 activator
N#Cc1c(NC(=O)CSc2nnc3ccccn23)sc2c1CCC2 | -1.0 | 9 | 5 | 0.2
CCOc1ccc2nc(SCC(=O)Nc3ccc(C(C)C)cc3)sc2c1 | -0.8 | 6 | 16 | -0.1
Cc1ccc(NC(=O)CSc2nnc(NC(=O)COc3ccc(Cl)cc3)s2)cc1 | 0.4 | 1 | 11 | 0.0

Screening data as filed in PubChem BioAssay.
